Screens deposited in PubChem BioAssay by The Scripps Research Institute Molecular Screening Center.
CHRM5 antagonist: blocks acetylcholine activation of human M5 receptor | P08912 | CHO-hM5 cells, Fluo-8 calcium fluorescence, ACh EC80 | inhibition, % at 3 µM | 0.59% of 360,000 active | AID 624040;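 active means inhibition above a per-plate cutoff, the mean of that plate's test compounds plus 3 SD, cut at about 27% in these data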;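 further: 0% = acetylcholine EC80 with DMSO and 100% = DMSO without agonist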
Target sequence (P08912 whole entry, looked up): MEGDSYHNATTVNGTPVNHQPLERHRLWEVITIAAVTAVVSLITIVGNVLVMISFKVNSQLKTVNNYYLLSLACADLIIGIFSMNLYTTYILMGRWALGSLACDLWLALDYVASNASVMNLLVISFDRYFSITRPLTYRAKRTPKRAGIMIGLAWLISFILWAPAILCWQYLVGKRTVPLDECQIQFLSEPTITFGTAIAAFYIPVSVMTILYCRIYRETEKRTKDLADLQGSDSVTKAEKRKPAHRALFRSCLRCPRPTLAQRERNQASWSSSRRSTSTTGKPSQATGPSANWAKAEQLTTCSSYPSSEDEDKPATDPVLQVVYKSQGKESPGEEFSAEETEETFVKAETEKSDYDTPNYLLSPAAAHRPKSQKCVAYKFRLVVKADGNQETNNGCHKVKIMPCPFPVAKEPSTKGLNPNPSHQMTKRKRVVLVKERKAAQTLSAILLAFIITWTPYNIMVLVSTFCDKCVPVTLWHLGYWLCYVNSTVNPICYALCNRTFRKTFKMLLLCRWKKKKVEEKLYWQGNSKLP
M4 ag: agonists of human muscarinic M4 receptor (CHRM4) | activation, % at 3 µM | CHO-K1 hM4/Gqi5, Fluo-8 calcium fluorescence; vehicle 0%, full acetylcholine response 100% | 0.14% of 360,000 active;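 active means activation above the run mean over all test wells plus 3 SD, cut at about 32% in these data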;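 further: peak over basal fluorescence ratio per well then scaled between controls; 0% = DMSO wells and 100% = acetylcholine at EC100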
Target sequence (P08173 whole entry, looked up): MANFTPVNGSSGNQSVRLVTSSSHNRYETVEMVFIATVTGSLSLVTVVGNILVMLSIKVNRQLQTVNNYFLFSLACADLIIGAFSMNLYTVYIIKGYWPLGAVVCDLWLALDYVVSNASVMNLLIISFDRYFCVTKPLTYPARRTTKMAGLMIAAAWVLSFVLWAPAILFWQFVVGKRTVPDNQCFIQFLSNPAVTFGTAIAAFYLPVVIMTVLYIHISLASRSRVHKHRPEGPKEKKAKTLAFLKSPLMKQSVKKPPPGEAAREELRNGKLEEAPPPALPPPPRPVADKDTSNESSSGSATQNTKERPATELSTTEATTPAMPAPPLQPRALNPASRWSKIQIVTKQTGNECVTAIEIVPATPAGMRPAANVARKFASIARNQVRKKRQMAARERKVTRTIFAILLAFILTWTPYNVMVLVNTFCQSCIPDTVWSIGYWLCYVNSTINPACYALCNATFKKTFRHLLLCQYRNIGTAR
M5 PAM: CHRM5 positive allosteric modulation. P08912. CHO-K1 hM5, Fluo-8 calcium, ACh EC20 PAM; 0% = ACh EC20, 100% = ACh EC100. activation, % at 3 µM. 0.3% of 360,000 active. AID 624038;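 active means activation above the run cutoff, the mean activation of all test compounds plus 3 SD, cut at about 18% in these data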
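Assay system – human M5 receptor in CHO-K1 cells · Read-out – % activation, ACh-normalized · Technique – Fluo-8 calcium fluorescence · Dosing – single-point, 3 µM nominal · Incubation – Fluo-8 loading 80 min at 37 °C plus 30 min room temperature · Repeats – singlicate, one well per test compound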
M5 ag: agonists of human muscarinic M5 receptor (CHRM5); P08912; CHO-K1 hM5 cells, Fluo-8 calcium fluorescence; 0% DMSO wells, 100% maximal acetylcholine response; activation, % at 3 µM; 0.19% of 360,000 active; AID 624037;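 active means activation above the run's mean over test compounds plus 3 SD, cut at about 23% in these data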;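 further: signal is peak over basal fluorescence ratio across the kinetic read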
CHO-K1 Ca ag: nonselective activator or artifact in parental CHO-K1 cells | Fluo-8 calcium fluorescence; scaled to maximal ATP response, vehicle zero | activation, % at 3 µM | 0.48% of 360,000 active; in the data active means activation above about 15%;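 further: untransfected CHO-K1 host cells lacking M1 receptor as counterscreen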
CHRM4 antagonist: antagonists of human muscarinic M4 receptor (CHRM4) | P08173 | CHO-hM4 cells, ACh EC80, Fluo-8 calcium fluorescence | inhibition, % at 3 µM | 0.73% of 360,000 active | AID 624125;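 active means inhibition above its plate's cutoff, the mean inhibition of sample wells plus 3 SD, cut at about 27% in these data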;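 further: 0% = acetylcholine EC80 with DMSO and 100% = DMSO without agonist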
CHO-K1 Ca antag: nonselective inhibitor or artifact in parental CHO-K1 cells; ATP-induced calcium, Fluo-8 fluorescence; inhibition, % at 3 µM; 0.6% of 360,000 active;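 active means inhibition above a per-plate cutoff, the plate's mean sample inhibition plus 3 SD, cut at about 24% in these data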;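 further: 0% = DMSO plus EC80 ATP and 100% = DMSO alone without ATP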
CHRM4 PAM: positive allosteric modulators of human muscarinic M4 receptor | P08173 | CHO-K1 hM4/Gqi5, Fluo-8 calcium fluorescence, ACh EC20; 0% = ACh EC20, 100% = maximal ACh | activation, % at 3 µM | 0.4% of 360,000 active | AID 624126;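 active means activation above its plate's cutoff, the mean activation of sample wells plus 3 SD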; further: some results filed as inactive read as strong as hits
CHO-K1 Ca PAM: counter-screen for M1 PAMs: effect in parental CHO-K1 cells; ATP EC20, Fluo-8 calcium fluorescence; 0% at ATP EC20, 100% at ATP max; activation, % at 3 µM; 0.02% of 360,000 active;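 active means activation above the run cutoff, the mean activation of all test compounds plus 3 SD, cut at about 40% in these data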;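 further: peak over basal fluorescence ratio in a 140 s read after ATP addition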
* marks the source's active call; other numbers are inactive results; & = joins results of further samples. Outcome played no part in choosing rows; about 2.7% have a hit in one of these screens.

canonical_smiles,CHRM5 antagonist,M4 ag,M5 PAM,M5 ag,CHO-K1 Ca ag,CHRM4 antagonist,CHO-K1 Ca antag,CHRM4 PAM,CHO-K1 Ca PAM
COc1ccc(C(=O)O/N=C/c2c(C(F)(F)F)nn(C)c2SCc2ccccc2Cl)cc1,-1,0,-2,-6,0.1,8,-2,-14,-6
CC(=O)c1cccc(NC(=O)CSc2ccc(-c3ccco3)nn2)c1,-13,1,1,-2,0.5,-2,-5,-3,-21
CCOc1ccc(-n2c(SCc3ccc([N+](=O)[O-])cc3)nnc2-c2ccccc2)cc1,4,-1,-2,-3,0.3,7,-7,3,21
CCc1ccc(Nc2ncc3c(n2)CC(C)(C)CC3=O)cc1,4,-1,-3,0,0.2,3,3,-7,14
O=C(CSc1nnc(CNC(=O)c2c(F)cccc2F)o1)Nc1ccc2c(c1)OCO2,-3,1,0,-2,0.2,-8,7,1,-10
Oc1cc(Nc2cccnc2)cc2cccnc12,7,1,-1,1,0.7,4,-14,9,9
CCn1c(-c2ccccc2Cl)nn(CC(=O)Nc2cc(Cl)ccc2Cl)c1=S,1,2,0,0,0.9,-1,1,4,15
NC1=NC(=O)/C(=C/c2ccc(OCC(=O)O)cc2)S1,-7,0,1,1,0.7,-8,-6,4,8
Fc1ccc(SCCc2ccncc2)cc1,-6&-12,2&3,5&3,-2&-9,0.9&2.4,1&-7,-4&-10,9&-1,-1&18
O=C(O)CCSCCCN1C(=O)c2cccc3cccc(c23)C1=O,4,1,-8,-1,0.3,-4,-9,-4,12
O=C(COC(=O)/C=C/c1ccccc1)NNC(=O)c1ccccc1F,-8,2,4,2,2.1,1,-5,4,-8
COC(=O)c1cc(NC(=O)c2nccnc2C(=O)O)cc(C(=O)OC)c1,6,1,-5,1,-0.3,-7,12,0,-3
COc1ccc(CCNC(=O)COC(=O)/C=C/c2ccc3c(c2)OCO3)cc1OC,15,9,-9,5,10,1,-11,0,7
O=C(O)c1cc(N2C(=O)C3CC=CCC3C2=O)ccc1NCc1cccnc1 (centres undefined),5,-1,7,-4,0.1,2,-7,2,20
O=C1c2ccccc2NC(c2cccs2)N1NS(=O)(=O)c1ccccc1 (centres undefined),4,1,-6,-4,-0.3,-7,-1,6,9
Cc1nn(-c2ccc(F)cc2)c(Cl)c1/C=N/NC(=O)c1cccc(S(=O)(=O)N2CCCC2)c1,-3,0,0,-1,0.1,-6,-5,-1,7
CCCCCCCCCCOC(=O)Cn1c(COc2ccc(Cl)cc2)[n+](C)c2ccccc21,21,6,-15,-8,13,18,1,-13,14
COc1ccc(Cl)cc1-n1c(=S)sc2c(=O)n(-c3ccc(F)cc3)c(SCC(=O)O)nc21,0,1,7,-4,0.5,-5,-8,2,12
O=C(O)c1ccc(N/N=C2/CCCc3ccccc32)cc1,-4,2,9,1,0.1,4,-13,-5,16
CCN(Cc1nc2ccccc2c(=O)[nH]1)C(=O)c1cc2c(s1)CCCCC2,16,-1,0,0,-0.5,-4,-6,8,13
O=C(COC(=O)c1ccc(F)cc1F)Nc1ccc(S(=O)(=O)N2CCOCC2)cc1,1,6,-1,3,1.4,-8,20,3,3
Cc1cccc(OCc2nnc(SCC(=O)N3CC(=O)Nc4ccccc43)o2)c1,7,10,-8,-2,2.3,-3,-4,-4,5
CC1NC(=O)c2cccnc2-n2c1nc1cc(F)ccc1c2=O (centres undefined),4,0,0,1,0.0,-1,-1,2,4
CN(Cc1cccc(Cl)c1Cl)C(=O)c1cc(S(=O)(=O)N2CCOCC2)ccc1F,0,11,1,-5,3.8,-13,-21,1,8
CC1=NN(c2ccc(C)c(C)c2)C(=O)C1C(c1cccc(O)c1)C1C(=O)N(c2ccc(C)c(C)c2)N=C1C (centres undefined),-5,3,2,5,0.0,2,8,12,-6
O=C(/C=C/c1cccc(F)c1)NC1CCN(Cc2ccccc2)CC1,7,2,11,-5,1.0,5,-13,-6,16
CC1CN(c2ccc(NC(=S)Nc3ccc(N4CC(C)OC(C)C4)cc3)cc2)CC(C)O1 (centres undefined),9,2,1,-1,1.4,-1,-11,-10,18
O=C(O)CCC(=O)N(Cc1cccs1)Cc1cccs1,-1,0,2,0,0.5,6,3,6,10
CCCCn1c(N)c(N(CCOC)C(=O)c2cc(S(=O)(=O)N3CCOCC3)ccc2F)c(=O)[nH]c1=O,-6,1,-3,-5,1.0,-18,-8,6,8
Cc1nnc(NC(=O)c2ccc(S(=O)(=O)N(C)Cc3ccccc3)cc2)o1,4,2,0,0,0.4,4,16,1,-5
COc1ccc(-n2nc(C(=O)NCC(=O)NCCc3ccc(OC)c(OC)c3)c3ccccc3c2=O)cc1,0,14,-8,2,6.0,-3,-16,-1,6
CC1=C(C#N)C(c2cccnc2)C2=C(N1)c1ccccc1C2=O (centres undefined),7,2,4,0,0.9,3,-19,5,11
CCOc1ccc(NCc2cccn2-c2nnc(N3CCC(C(=O)NCCCN4C(C)CCCC4C)CC3)s2)cc1 (centres undefined),-14,1,2,-8,0.7,15,-10,-9,22
O=C(NCC(=O)N(Cc1cccs1)C(C(=O)NC1CCCCC1)c1ccco1)c1ccco1 (centres undefined),9,13,-38,-1,2.8,-10,8,-12,-5
O=C(N/C(=C/c1ccc(Br)cc1)C(=O)N1CCOCC1)c1ccc(Br)o1,6,1,-1,-1,1.7,5,-15,-8,11
CC(C)(C)OC(=O)NCCCCCNC(=O)c1ncn(Cc2ccccc2)c1C(=O)NCCCCCNC(=O)OC(C)(C)C,4,6,-4,0,-0.4,8,-14,-11,13
CCCN1C(=O)c2ccc(C(=O)Nc3nccs3)cc2C1=O,1,1,-3,3,0.6,8,5,-2,5
Cc1ccc(C)c(C(O)c2ncc(-c3ccc4ccccc4c3)[nH]2)c1 (centres undefined),5,9,-4,6,3.5,4,-8,-4,-3
Cc1cc(C(=O)C(=O)N(C)C)c(C)n1-c1ccc([N+](=O)[O-])cc1,5,0,-6,-1,0.6,9,-7,-4,12
OCCC1CN(Cc2cnc(-c3ccccc3)s2)CCN1CCc1ccccc1 (centres undefined),8,2,-3,-8,0.1,11,3,-11,-8
Cc1cc(-c2ccc(C)c(S(=O)(=O)N3CCN(c4ccc([N+](=O)[O-])cc4)CC3)c2)on1,14,3,-6,-4,2.0,3,-8,0,27
CCOc1cc(/C=N/N=C2/NC(=O)C(CC(=O)O)S2)ccc1OCc1ccc(Cl)cc1 (centres undefined),5,-1,0,-2,-0.3,6,10,-1,0
COc1ccc(Br)cc1/C=N/n1nnnc1N,1,1,-7,-1,0.0,-13,-11,6,16
COc1ccc2nc3n(c(=O)c2c1)-c1ncccc1C(=O)NC3CC(C)C (centres undefined),6,2,-3,-1,0.6,-1,-2,2,15
CCOC(=O)c1cc(-c2ccc(C)cc2)n(CC(=O)NCc2ccco2)c1C,19,16,-16,5,4.8,13,6,-10,0
COc1ccc(C(C)=O)cc1COc1ncnc2ccccc12,6,2,-4,0,1.6,1,-13,3,10
CCN1C(=O)[C@@H]2[C@@H](c3ccc(-c4cccc(Cl)c4)cc3)N3CCC[C@@]3(C(=O)OC)[C@@H]2C1=O,9,2,-5,-7,0.1,-11,-13,2,20
CCC(C)Sc1nc2c(c(=O)[nH]1)C(c1cccs1)C1=C(CCCC1=O)N2 (centres undefined),-3,-1,5,1,0.4,-10,-4,6,14

Given with each value named: entries from further up.
COc1ccc(C(C)=O)cc1COc1ncnc2ccccc12
  CHRM5 antagonist: 6
  M4 ag: 2
  M5 PAM: -4
  M5 ag: 0
  CHO-K1 Ca ag: 1.6
  CHRM4 antagonist: 1
  CHO-K1 Ca antag: -13
  CHRM4 PAM: 3
  CHO-K1 Ca PAM: 10
CCN(Cc1nc2ccccc2c(=O)[nH]1)C(=O)c1cc2c(s1)CCCCC2
  CHRM5 antagonist: 16
  M4 ag: -1
  M5 PAM: 0
  M5 ag: 0
  CHO-K1 Ca ag: -0.5
  CHRM4 antagonist: -4
  CHO-K1 Ca antag: -6
  CHRM4 PAM: 8
  CHO-K1 Ca PAM: 13

Following part:
canonical_smiles,CHRM5 antagonist,M4 ag,M5 PAM,M5 ag,CHO-K1 Ca ag,CHRM4 antagonist,CHO-K1 Ca antag,CHRM4 PAM,CHO-K1 Ca PAM
Cc1cc(C(=O)NNC(=O)CCCOc2ccccc2)c(C)o1,1,1,6,3,0.9,-2,5,4,-10
CCn1c(SCC(=O)Nc2ccc(N3CCOCC3)cc2)nnc1-c1ccc(OC)cc1,-7,0,7,1,-0.6,-16,-10,15,8
CCN(C(=O)COC(=O)c1cccnc1SC)c1c(N)n(Cc2ccccc2)c(=O)[nH]c1=O,8,1,-7,1,0.1,9,-13,7,13
COc1ccc(CC(=O)NC2CCN(CC(=O)Nc3ccc4c(c3)OCCO4)CC2)cc1OC,-7,1,5,1,0.3,5,-1,5,6
N#Cc1nc(COc2ccccc2)oc1N1CCN(Cc2ccccc2)CC1,-2,1,-13,-10,0.7,6,-6,-6,19
c1ccc(Cn2ccnc2SCc2nnc(-c3ccccc3)o2)cc1,4,5,-6,3,6.2,-4,-16,-2,10
CCn1c(NC(=O)Nc2cccc(C)c2C)cc2sccc21,-2,3,1,0,0.2,-18,-3,3,17
O=c1cc(-c2ccc(O)c(O)c2)oc2c(C3O[C@H](CO)[C@@H](O)[C@H](O)[C@H]3O)c(O)cc(O)c12 (some centres undefined),14,-1,1,0,-0.4,5,-6,12,8
COc1ccc(-c2nc3ccccc3c(=O)n2CCCn2ccnc2)cc1,14,3,2,-1,0.8,5,14,7,-5
CC(C)CC(c1nnnn1C(C)(C)C)N1CCN(Cc2ccccc2)CC1 (centres undefined),1,0,6,-5,0.2,7,-6,-3,20
Nc1ccn(C2CCCCO2)c(=O)n1 (centres undefined),3,0,-10,3,0.1,-1,2,2,-19
Fc1ccccc1N1CCN(C(c2ccccn2)c2nnnn2C2CCCCC2)CC1 (centres undefined),-4,2,1,0,0.3,-2,-14,7,11
O=C(COC(=O)/C=C/c1ccco1)NCCN1C(=O)CSC1=O,-3,1,8,-1,0.1,3,-11,5,-7
C=CCNC(=O)COC(=O)c1c2c(nc3ccccc13)CCC2,12,4,-3,-4,-0.6,-14,4,9,2
Cn1nccc1C(=O)NC1CCCc2c1cnn2-c1ccccc1F (centres undefined),16,16,-12,10,14,10,27*,-8,-22
COc1cc(/C=C2\SC(=S)N(Nc3ccccc3)C2=O)cc(OC)c1OC,-2,1,-1,-3,0.9,12,-8,-1,15
CCN(CC)C(=O)C1CC(=O)N(c2ccc(OC)cc2)C1c1ccc(OC)cc1 (centres undefined),9,6,-7,1,3.1,-4,-7,-4,-5
CC(C)(C)c1cc(NC(=O)c2cccs2)no1,1,1,-5,1,0.5,-4,-2,-3,-7
COc1ccc(S(=O)(=O)NCc2ccc(C(=O)N3CCN(Cc4ccccc4)CC3)cc2)cc1,14,4,-7,-2,3.9,-3,-12,-7,-11
Cc1cc(NC(=O)c2ccc(S(=O)(=O)N(C)C)cc2)no1,5,0,3,-9,0.1,15,-2,-4,-8
CCOC(=O)c1oc2cccc(O)c2c1C,-3,1,-2,-3,2.4,6,-4,2,16
O=C(Nc1nnc2n1CCS2)c1ccco1,-2,1,1,-3,0.7,1,-4,0,7
COc1ccc(/C=N/NC(=O)c2cccnc2)c2ccccc12,9,2,-4,-3,1.2,-4,-11,0,2
CC(=O)N1CCN=C1SCc1ccccc1F,-7,0,0,1,0.1,-11,-7,1,11
